# Apoferritin bind = candidate novel general anesthetic via apoferritin binding. P02791. apoferritin/1-aminoanthracene competitive binding, fluorescence. Potency, µM (titrated, usually from 77.5 µM), for inactives: at the highest dose activity change, negative = displacement, most hits filed as inhibitors. 0.074% of 350,000 active; further: potency means the concentration at half of the fitted maximal effect; on the % scale 0 is the no-effect control and ±100 the full control effect; nearly all actives have a fitted effect of over 20% in size
# Target sequence (P02791 2-175 limits assumed): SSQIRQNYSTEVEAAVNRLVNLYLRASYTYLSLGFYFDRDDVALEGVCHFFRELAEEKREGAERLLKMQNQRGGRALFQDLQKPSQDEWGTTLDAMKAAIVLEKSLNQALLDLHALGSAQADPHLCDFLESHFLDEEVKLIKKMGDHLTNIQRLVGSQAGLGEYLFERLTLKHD
#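 Probe: 1-aminoanthracene (50% saturated, PBS). Protein: horse-spleen apoferritin, 10 uM. Incubation: 10 min, room temperature. Detection: 380 nm excitation, 535 nm emission. Analysis: normalized response, four-parameter Hill.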
# APE1 inh = inhibitors of human APE1 endonuclease. P27695. recombinant APE1, TAMRA/BHQ-2 abasic DNA cleavage fluorescence. Potency, µM (highest dose often 65.8 µM), without a hit: at the top dose activity change, negative = inhibition, hits mostly inhibitors. 0.35% of 350,000 active;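 further: potency means the concentration at half of the fitted maximal effect; plate controls were vehicle for no effect and reference inhibitor for full effect; nearly all actives have a fitted effect of over 55% in size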
#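 Measures dequenching upon AP-site incision of a 5'-TAMRA/3'-BHQ-2 THF-containing duplex, 50 nM; human APE1 0.75 nM after 15 min room-temperature exposure to compound; kinetic three-point read at one-minute spacing.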
# Pol eta inh = inhibitors of human DNA polymerase eta. Q9Y253. recombinant Pol eta, fluorescent DNA replication assay. 1.2% of 390,000 active. AID 588591. Potency, µM (doses to about 114 µM), inactives show at the highest dose activity change, negative = inhibition, actives largely listed as inhibitors; further: potency means the concentration at half of the fitted maximal effect; on the % scale 0 is the no-effect control and ±100 the full control effect
#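 Pol eta (10 nM) was preincubated with compounds for 15 min at room temperature, after which fluorescent replication substrate (50 nM final) was added to start the reaction. Fluorescence was read kinetically at 0 and 10 min.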
# LDHA block = inhibitors of human lactate dehydrogenase A. P00338. activity change, % (values are at about 110 or 230 µM). purified LDHA, NADH/diaphorase-resazurin fluorescence; active compounds read low. 0.15% of 480,000 active. AID 1347041; in the data active means activity change below about -30%; inconclusive means mostly about -25% to -30%;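 further: plate controls were DMSO wells for no effect and wells without enzyme for full effect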
#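 Remaining NADH was detected by diaphorase (0.133 mg/mL) converting 37 µM resazurin to fluorescent resorufin, read at 0 and 20 minutes. The preceding 5-minute room-temperature reaction used 2 nM LDHA, 0.2 mM sodium pyruvate and 0.06 mM NADH at pH 7.4.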
# Pol iota inh = inhibitors of human DNA polymerase iota | Q9UNA4 | Pol iota fluorescent replication assay, 10 min | Potency, µM (doses to about 115 µM), for the others: top-dose activity, negative = inhibition, hits mostly inhibitors | 1% of 390,000 active; further: potency means the concentration at half of the fitted maximal effect
# Target sequence (Q9UNA4 whole entry, looked up): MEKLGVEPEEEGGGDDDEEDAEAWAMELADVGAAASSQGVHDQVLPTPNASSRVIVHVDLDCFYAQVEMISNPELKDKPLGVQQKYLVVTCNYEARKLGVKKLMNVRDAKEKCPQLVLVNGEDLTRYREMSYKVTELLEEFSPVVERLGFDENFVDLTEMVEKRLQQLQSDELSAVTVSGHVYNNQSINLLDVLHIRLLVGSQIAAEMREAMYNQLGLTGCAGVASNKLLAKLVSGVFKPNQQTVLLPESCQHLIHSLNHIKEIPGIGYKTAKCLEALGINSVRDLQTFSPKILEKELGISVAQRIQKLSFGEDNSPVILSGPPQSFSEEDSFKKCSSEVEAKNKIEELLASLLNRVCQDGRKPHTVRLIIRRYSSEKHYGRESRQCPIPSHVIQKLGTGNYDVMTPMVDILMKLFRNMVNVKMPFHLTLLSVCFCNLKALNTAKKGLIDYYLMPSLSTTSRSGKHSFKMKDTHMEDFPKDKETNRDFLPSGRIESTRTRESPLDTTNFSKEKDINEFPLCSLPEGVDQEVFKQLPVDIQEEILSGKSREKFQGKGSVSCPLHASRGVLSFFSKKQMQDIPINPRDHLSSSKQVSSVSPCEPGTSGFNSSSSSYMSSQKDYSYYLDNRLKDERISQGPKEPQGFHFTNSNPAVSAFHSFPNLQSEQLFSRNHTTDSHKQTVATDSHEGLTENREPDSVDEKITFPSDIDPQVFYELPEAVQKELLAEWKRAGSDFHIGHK
#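 Pol iota at 10 nM preincubated 15 min with compounds at room temperature; reaction started with fluorescent substrate, 50 nM final. Fluorescence read kinetically at 0 and 10 min; buffer-only wells as negative control.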
# BLM helicase inh = inhibitors of human Bloom syndrome helicase BLM; P54132; recombinant BLM DNA unwinding, fluorescence dequenching; Potency, µM (titrated, usually from 56.1 µM), without a hit: top-dose activity change, negative = inhibition, hits mostly inhibitors; 0.2% of 350,000 active; AID 2528;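 further: potency means the concentration at half of the fitted maximal effect; plate controls were vehicle for no effect and no enzyme for full effect; nearly all actives have a fitted effect of over 35% in size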
# POLK inh = inhibitors of human DNA polymerase kappa. Q9UBT6. purified Pol kappa, fluorescent DNA synthesis assay, 10 min. Potency, µM (highest dose often 107 µM), for the others: at the highest dose activity, negative = inhibition, most hits filed as inhibitors. 0.53% of 400,000 active. AID 588579; further: potency means the concentration at half of the fitted maximal effect; on the % scale 0 is the no-effect control and ±100 the full control effect
#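 Kinetic fluorescence screen: compound preincubated 15 min RT with 10 nM enzyme; 50 nM substrate (final) initiates; reads at 0/10 min.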
# Pol beta inh = blocks human DNA polymerase beta activity; P06746; Pol beta primer extension/strand displacement, fluorescence kinetic; Potency, µM (titrated, usually from 114 µM), for inactives: at the highest dose activity change, negative = inhibition, most hits filed as inhibitors; 1.3% of 340,000 active; further: potency means the concentration at half of the fitted maximal effect; on the % scale 0 is the no-effect control and ±100 the full control effect
#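 Values derive from four-parameter Hill fits of normalized kinetic data: reads at 0 and 10 min following addition of 50 nM substrate to 10 nM Pol beta preincubated 15 min with compound.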
# Glioma ERSR ind = inducers of ER stress response in human glioma cells; U87-MG GRP78 promoter luciferase reporter, 16 h; Potency, µM, without a hit: at the top dose activation, usual class: activators; 0.02% of 420,000 active; AID 602332; further: potency means the concentration at half of the fitted maximal effect; series mostly up to about 76 µM; % of control where 0% means no effect; nearly all actives have a fitted effect of over 35% in size
#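 Stably transfected U87-MG glioma cells carrying a GRP78-based luciferase sensor; 16 h compound incubation. Luminescence end-point read 10 min after Bright-Glo addition at room temperature.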
# Starred values were filed as active, the others as inactive; ? = inconclusive; · = no result given; & = joins results of further samples; [ ] = dose if it differs, or a comment. Unless noted, the call rests on the fitted dose curve; in most records, active means well fitted curve in the direction sought with a large enough effect; inconclusive means small, poorly fitted or top-dose-only effect, or another doubt; inactive means no such curve, though single readings can be large; an effect the other way counts as inactive or inconclusive. Not all compounds are listed; the hit share may differ from the screen's.
SMILES,Apoferritin bind,APE1 inh,Pol eta inh,LDHA block,Pol iota inh,BLM helicase inh,POLK inh,Pol beta inh,Glioma ERSR ind
O=S(=O)(NCCc1csc2nc(-c3ccccc3)nn12)c1cccs1,?,·,-18%,-3,-6%,-2%,2%[60.1 µM],0%,-1%
COc1ccc(-c2nc3cc(NC(=O)c4cc5ccccc5o4)ccc3o2)cc1,-1%,·,-25%,-6,20%,-10%,-9%,3%,0%
COc1ccc(C(=O)Nc2ccc3c(c2)Cc2ccccc2-3)cc1,-13%,-1%,7%,-2,-10%,0%,-17%,4%,7%
CCn1c(=O)c(=O)n(CC)c2cc(N3CCCCC3)c(NC(=O)c3cccc(OC)c3)cc21,-2%,·,10%,6,-6%,-5%,7%,0%,-1%
CCN1Cc2cccc(C(=O)Nc3ccc(F)cc3)c2C1=O,-10%,·,-6%,1,13%,-2%,-11%,-3%,0%
CCCc1ccc(Oc2cn[nH]c2-c2ccc(O)c(C)c2O)cc1,?,6%,-9%,-12,8%,-4%,-5%,-7%,-1%
COc1cccc(C(=O)Nc2cccc(C(=O)NC3=NN(c4c(Cl)cc(Cl)cc4Cl)C(=O)C3)c2)c1,7%,6%,40µM*,-7,?,-26%,22µM*,14µM*,-4%
Cc1ccc2nc(N(CCN(C)C)C(=O)c3ccc4c(c3)OCCO4)sc2c1,-19%,35%,-25%,-1,52%[activator],5%,3%,9%,-4%
Cc1ccc(S(=O)(=O)N2CC=C(C(=O)NC3CCCC3)CC2)cc1,-4%,28%,-18%,-4,4%,0%,-14%,1%,5%
O=C(COC(=O)c1ccc(S(=O)(=O)N2CCOCC2)cc1)NC1CCCC1,-16%,1%,-5%,-5,?,-1%,-6%,14%,-4%
Cc1oc(-c2ccc3c(c2)OCCO3)cc1C(=O)NC(CCC(=O)O)C(=O)O (stereo unspecified),-16%,1%,-6%,-1,8%,2%,-5%,-21%,0%
Cc1cccc(C(=O)N2CCc3cc(CNC(=O)CSc4ccccc4)ccc32)c1,-7%,·,-2%,-16,-14%,-3%,-9%[60.1 µM],8%,-3%
CCn1cc(C(=O)NCC2CCCO2)c(=O)c2cc(S(=O)(=O)N3CCCCCC3)ccc21 (stereo unspecified),-17%,-8%,-23%,-5,31%[activator],1%,-2%,-25%,-5%
O=C(Cn1ccc(NC(=O)OCc2ccccc2)nc1=O)NCC1CCCO1 (stereo unspecified),·,2%,-13%,-4,-5%,·,4%,·,-2%
Nc1c2c(nn1-c1ccc(F)cc1)CSC2,-17%,-8%,-10%,0,47%[activator],-5%,-6%,1%,-1%
COC(=O)CN(C#N)c1nc(NC(C)C)nc(NC(C)C)n1,-8%,1%,-12%,-3,18%,0%,-1%,25%,-1%
O=S(=O)(Nc1ccccn1)c1ccc(Cl)cc1,-10%,-3%,-11%,-6,7%,0%,-9%,2%,-2%
CC(C)(C)c1ccc(C(=O)NCC(=O)OCc2cc(=O)n3nc(C4CC4)sc3n2)cc1,-2%,·,-5%,-9&-5,-8%,-1%,11%,37%,-2%
Cc1cccc(C)c1N1CCN(c2n[nH]c(N)n2)CC1,-9%,0%,-20%,-3,96%[activator],-2%,-1%,27%,0%
O=C(O)C1CCCN(S(=O)(=O)c2ccccc2[N+](=O)[O-])C1 (stereo unspecified),-4%,15%,-14%,-5,43%[activator],-6%,-6%,24%,-2%

# A second format for part of the listing above:
SMILES	Apoferritin bind	APE1 inh	Pol eta inh	LDHA block	Pol iota inh	BLM helicase inh	POLK inh	Pol beta inh	Glioma ERSR ind
CCn1cc(C(=O)NCC2CCCO2)c(=O)c2cc(S(=O)(=O)N3CCCCCC3)ccc21 (stereo unspecified)	-17%	-8%	-23%	-5	31%[activator]	1%	-2%	-25%	-5%
Cc1oc(-c2ccc3c(c2)OCCO3)cc1C(=O)NC(CCC(=O)O)C(=O)O (stereo unspecified)	-16%	1%	-6%	-1	8%	2%	-5%	-21%	0%
COC(=O)CN(C#N)c1nc(NC(C)C)nc(NC(C)C)n1	-8%	1%	-12%	-3	18%	0%	-1%	25%	-1%
O=C(Cn1ccc(NC(=O)OCc2ccccc2)nc1=O)NCC1CCCO1 (stereo unspecified)	·	2%	-13%	-4	-5%	·	4%	·	-2%

# The list continues.
SMILES,Apoferritin bind,APE1 inh,Pol eta inh,LDHA block,Pol iota inh,BLM helicase inh,POLK inh,Pol beta inh,Glioma ERSR ind
CCCN1CCN(C(=O)c2oc3ccccc3c2NC(=O)COc2ccc(OC)cc2)CC1,-3%,15%,-22%,-9,13%,0%,-10%,8%,-5%
CC(C)(C)[C@@H](O)C(Cc1ccc(Cl)cc1)n1cncn1 (stereo partly specified),-6%,-5%,·,·,·,2%,13%[60.1 µM],·,0%
COCC1=C(C(=O)OC(C)OC(=O)OC(C)C)N2C(=O)[C@@H](NC(=O)/C(=N\OC)c3csc(N)n3)[C@H]2SC1 (stereo partly specified),·,·,-12%,-11,-26%,·,-5%,·,-2%
Cn1c2ccccc2n2c(=O)c(Cl)c(-c3ccccc3)c(C#N)c12,-6%,-1%,0%,6,1%,-3%,-19%,28%,1%
CC(C)Cc1nc2sc3c(c2c(=O)n1N)CC(C)(C)OC3,1%,23%,-12%,-8,32%[activator],-2%,0%,21%,-3%
COc1ccc(C(=O)NNC(=O)CSc2nnc(C(C)C)n2C)cc1,-2%,4%,-15%,-1,57%[activator],-4%,10%,2%,-4%
CC(C)(Oc1ccc(Cl)cc1)C(=O)N(Cc1ccccc1)c1ccccn1,-12%,22%,-8%,6,6%,0%,-15%,22%,-3%
CS(=O)(=O)N(CC(=O)NCc1ccccc1)Cc1ccc(Cl)cc1,-10%,2%,-10%,-2,2%,0%,-16%,-11%,-1%
O=C(CCCc1ccccc1)NCc1ccccn1,-3%,39%,-4%,0,9%,-5%,17%,2%,-3%
O=C(Nc1cccc(C(=O)N2CCN(c3ccc(F)cc3)CC2)c1)c1nsc2ccccc12,?,·,-24%,2,13%,-11%,0%[60.1 µM],-27%,-10%
COc1ccc(C(=O)Nc2cccnc2)cc1OC,7%,-1%,-15%,-3,0%,6%,-1%,7%,4%
O=C(O)c1cn[nH]c1-n1cnnn1,-2%,2%,-8%,2,0%,2%,-15%,38%,-2%
COCCN1C(=O)CC(NNC(=O)c2ccc(S(=O)(=O)N3CCCC3)cc2)C1=O (stereo unspecified),-8%,-3%,1%,-9,27%,1%,-2%,-2%,-2%
CCN(CC)CCNC(=O)c1ccc(NC(=O)c2ccc3c(c2)CCC3)cc1,-4%,-11%,-7%,-9,?,-6%,-5%,17%,2%
O=C(NCc1ccccc1)C(=O)NCC(c1ccco1)N1CCOCC1 (stereo unspecified),-6%,-1%,-21%,-3,152%[activator],2%,-10%,0%,0%
Cc1cc(C(=O)NCc2ccc3c(c2)OCO3)c(C)o1,-14%,0%,-16%,-7,46%[activator],4%,2%,-1%,-5%
C/C(=N\NC(=O)c1ccccc1F)c1ccc2c(c1)Nc1ccccc1S2,-24%,24%,-15%,0,-4%,-5%,-19%,-11%,-2%
CN(Cc1ccccc1F)C(=O)CCCNC(=O)c1ccc(Cl)cc1,-4%,5%,-23%,-1,48%[activator],1%,-8%,19%,0%
COc1ccc(S(=O)(=O)NCC2CCCN(C(=O)c3cccs3)C2)cc1 (stereo unspecified),-7%,6%,-2%,-5,85%[activator],1%,-5%,28%,6%
Cc1ccc(S(=O)(=O)N(C)C)cc1NC(=O)CN1C(=O)NC(Cc2ccccc2)C1=O (stereo unspecified),·,20%,-13%,-4,17%,·,-2%,·,-4%
COc1ccccc1NC(=O)COc1ccc(C(=O)NCC2CCCO2)cc1OC (stereo unspecified),·,27%,-12%,-2,58%[activator],·,0%,·,9%
COc1ccc(NC(=O)c2ccc(OC)cc2)cc1,-12%,10%,7%,1,-2%,-5%,-4%,-12%,-7%
O=C(Cn1cnc2c(OCc3ccccc3)ncnc21)NCCN1CCOCC1,·,8%,-18%,-2,37%[activator],·,8%,·,0%
C=CCN1C(=O)C2(OCCCO2)c2cccc(C)c21,-8%,46%[activator],-2%,-5,-8%,-2%,-3%,38%,-2%
CCOC(=O)c1cnc(SSc2ncc(C(=O)OCC)c(N)n2)nc1N,-20%,7%,3%,-1,-6%,1%,-7%,13%,-4%
O=C(c1ccncc1)N1CCC[C@@]2(CCN(c3ccccc3)C2)C1,·,-3%,·,·,·,-1%,1%[60.1 µM],·,-3%
O=c1[nH]c(-c2ccc(-c3cccc(Cl)c3)o2)nc2ccccc12,·,-21%,5%,-1&-2,26%,·,-8%,·,5%
CC(C)CN1C(=O)c2ccc(NC(=O)C3CC3)cc2C1=O,5%,17%,-13%,-2,3%,-2%,-5%,-26%,-1%
Cc1ccc(Cl)cc1N(CC(=O)NCc1ccccc1)S(C)(=O)=O,-18%,1%,-1%,-2,1%,-4%,-2%,35%,-5%
CCCCN=C1NC(=O)C(CC(=O)Nc2ccc(Cl)cc2)S1 (stereo unspecified),-13%,1%,2%,-2,29%,-4%,-8%,2%,-3%
COc1ccc(S(=O)(=O)N2CCC(C(=O)N3CCc4ccccc4C3)CC2)cc1OC,-18%,-2%,?,-1,16%,-3%,-6%,19%,-5%
COc1ccc([C@@H]2COc3c(ccc4c3C=CC(C)(C)O4)C2)c(OC)c1,·,·,-19%,-11,4%,·,-10%,·,1%
CCOC(=O)c1cc(NC(=O)c2ccc(C)cc2)c(=O)n2c1oc1ccc(Cl)cc12,-4%,·,-17%,-1,-21%,-4%,3%,-1%,-3%
Cc1ccc(C(=O)NCc2nnc(SCC(=O)Nc3sc4c(c3C#N)CCCC4)n2C)cc1,-10%,2%,-8%,-4,-2%,1%,1%,-11%,-2%
Cc1ccc(-c2nc(SC(C)C(=O)N3CCCC3)n[nH]2)cc1 (stereo unspecified),·,0%,-7%,-4,15%,·,-6%,·,-1%
CN(CC1CCOCC1)C(=O)CC1C(=O)NCCN1C/C=C/c1ccccc1 (stereo unspecified),-4%,3%,-12%,4,4%,-2%,-6%,6%,-2%
Cc1ccc(OCC(=O)NCCO)cc1C,-3%,0%,-4%,-8,37%[activator],-1%,-5%[60.1 µM],16%,0%

# Screening data (PubChem BioAssay)
